Bim-Bcl-B: disrupts Bim peptide binding to human Bcl-B. Q9HD36. bead-based flow cytometry. inhibition, % at 10 µM. actives 0.073% (n = 190,000). AID 951;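 note: 0% = tracer peptide without compound and 100% = reference inhibitor peptide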
Target sequence (Q9HD36 whole entry, looked up): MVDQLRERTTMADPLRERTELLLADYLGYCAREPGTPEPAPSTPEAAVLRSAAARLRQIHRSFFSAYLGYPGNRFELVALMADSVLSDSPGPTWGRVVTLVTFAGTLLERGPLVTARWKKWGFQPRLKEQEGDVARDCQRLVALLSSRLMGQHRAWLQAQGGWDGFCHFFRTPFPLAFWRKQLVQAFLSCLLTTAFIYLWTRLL
RGS4-Gao reg: modulates binding of RGS4 to human Galphao; actives 0.33% (n = 220,000); binding response (% of control), % at 10 µM; P09471; Multiplexed bead flow cytometry; actives lie on both sides; in the data active = binding response below about 49% or above about 150%; inactive = in between;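 note: fluorescent Galphao activated with aluminum fluoride binding bead-coupled RGS4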
Bim-Bfl-1: human Bim-Bfl-1 interaction inhibition. Bead-based flow cytometry, Bim-Bfl-1 binding inhibition. Q16548. actives 0.12% (n = 190,000). inhibition, % at 10 µM;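 note: 0% = wells without compound plus tracer and 100% = blocker peptide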
ABCB1 inh: inhibitors of human ABCB1 transporter, ABCG2 counter-screen. AID 1326. P08183. inhibition, % at 6.6 µM. CCRF-Adr cells, JC-1 efflux, flow cytometry. actives 0.067% (n = 190,000); in the data active = inhibition above about 40%;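 note: 0% = vehicle and 100% = reference inhibitor; higher value means more JC-1 retained so stronger ABCB1 efflux block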
Bim-Bcl-XL: inhibitors of Bim-Bcl-XL interaction, human; Bim peptide-Bcl-XL binding, bead flow cytometry, fluorescence; inhibition, % at 10 µM; actives 0.04% (n = 190,000); AID 1007
Target sequence (Q07817 whole entry, looked up): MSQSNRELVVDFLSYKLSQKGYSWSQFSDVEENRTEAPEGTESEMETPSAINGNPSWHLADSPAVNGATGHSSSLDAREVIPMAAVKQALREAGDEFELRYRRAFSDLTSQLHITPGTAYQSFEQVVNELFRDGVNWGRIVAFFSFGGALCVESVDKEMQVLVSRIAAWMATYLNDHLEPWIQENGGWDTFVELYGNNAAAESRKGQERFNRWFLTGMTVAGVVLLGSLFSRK
RGS8-Gao: human RGS8-Galphao interaction regulation; actives 0.34% (n = 220,000); response (percent of control binding), % at 10 µM; P09471; AID 1423; multiplexed bead flow cytometry, RGS8-Galphao binding; actives lie on both sides; in the data active = response below about 60% or above about 140%; inactive = in between;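 note: Galphao activated as the GDP aluminium fluoride complex binding bead-coupled RGS8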
Bim-Mcl-1: disrupts Bim peptide binding to human Mcl-1; actives 0.1% (n = 190,000); Bead-based flow cytometry, Bim peptide-Mcl-1 binding; Q07820; inhibition, % at 10 µM;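 note: 0% = no compound tracer wells and 100% = peptide blocker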
Target sequence (Q07820 whole entry, looked up): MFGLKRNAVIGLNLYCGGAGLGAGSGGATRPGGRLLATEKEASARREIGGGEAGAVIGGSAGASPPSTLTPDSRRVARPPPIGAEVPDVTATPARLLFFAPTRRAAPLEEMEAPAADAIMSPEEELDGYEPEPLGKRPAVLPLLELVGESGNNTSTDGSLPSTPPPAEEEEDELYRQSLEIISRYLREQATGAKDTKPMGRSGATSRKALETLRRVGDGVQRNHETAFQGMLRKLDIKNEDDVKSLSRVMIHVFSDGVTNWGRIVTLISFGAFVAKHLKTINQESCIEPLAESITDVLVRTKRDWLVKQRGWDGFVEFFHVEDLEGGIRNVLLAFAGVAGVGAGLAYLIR
Bcl-W Bim block: inhibitors of Bim-Bcl-W interaction, human. AID 952. Q92843. bead-based flow cytometry, Bim peptide-Bcl-W binding. inhibition, % at 10 µM. actives 0.02% (n = 190,000);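 note: 0% = bound tracer without compound and 100% = peptide blocker; higher means less fluorescent Bim peptide bound to Bcl-W beads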
ABCG2 inh: human ABCG2 inhibition, ABCB1 as counter-screen. IgMXP3 cells, JC-1 efflux, flow cytometry. Q9UNQ0. inhibition, % at 6.6 µM. actives 0.1% (n = 190,000);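 active = inhibition above 80%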;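 note: 0% = DMSO and 100% = nicardipine control wells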
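Incubation: cells with compound and JC-1, 10 min at 25 °C, rotating, no wash / Test system: IgMXP3 (ABCG2) plus far-red-tagged CCRF-Adr (ABCB1) cells / Compound dosing: one concentration, 6.6 µM final / Also added: JC-1 fluorescent substrate / Evaluation: efflux inhibition in percent versus controls / Detection: flow cytometry, 530 nm JC-1 signal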
RGS7-Gao: human RGS7-Galphao interaction regulation; P09471; Multiplexed bead flow cytometry, RGS7-Galphao binding; actives lie on both sides; binding response (% of control), % at 10 µM; actives 0.35% (n = 220,000); AID 1439; in the data active = binding response below about 49% or above about 150%; inconclusive = no clear call, values can overlap the other calls; inactive = in between;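 note: fluorescent Galphao held in activated GDP-AlF4 state binding bead-coupled RGS7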
Bcl-2 Bim block: disrupts Bim peptide binding to human Bcl-2; Bead-based flow cytometry, Bim peptide-Bcl-2 binding; actives 0.06% (n = 190,000); inhibition, % at 10 µM; AID 950; P10415; in the data active = inhibition above about 40%; inconclusive = no clear call, values can overlap the other calls;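 note: 0% = no compound wells with probe peptide and 100% = reference peptide inhibitor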
Target sequence (P10415 whole entry, looked up): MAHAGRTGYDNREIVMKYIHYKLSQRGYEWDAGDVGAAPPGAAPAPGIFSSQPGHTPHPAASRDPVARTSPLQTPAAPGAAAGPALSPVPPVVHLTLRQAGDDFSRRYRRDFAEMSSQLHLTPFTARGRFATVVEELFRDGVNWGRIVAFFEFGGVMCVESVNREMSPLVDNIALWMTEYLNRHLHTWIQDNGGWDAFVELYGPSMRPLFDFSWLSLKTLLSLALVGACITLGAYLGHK
* = called active by the depositor; ? = inconclusive; / = not tested or not shown. Cut-off read from the data, not from the text of the source, unless noted: active = inhibition above about 40%.

Second line of a record: Bim-Bcl-B	RGS4-Gao reg	Bim-Bfl-1	ABCB1 inh	Bim-Bcl-XL	RGS8-Gao	Bim-Mcl-1	Bcl-W Bim block	ABCG2 inh	RGS7-Gao	Bcl-2 Bim block
- COc1ccc(NC(=O)CN(C)S(=O)(=O)c2ccc3c(c2)OCCO3)c2ncccc12
 : 0.0	110.5	0.0	0.6	-1.0	102.2	-2.0	-1.0	2.7	106.6	0.0
- CC1CCN(CCCn2c(=S)[nH]c3ccccc3c2=O)CC1
 : -8.0	104.0	-11.0	-0.1	-2.0	104.3	0.0	1.0	0.9	108.8	-8.0
- O=C(NC1CCCC1)C(c1ccncc1)N(Cc1cccs1)C(=O)c1csnn1 (stereo unspecified)
 : -14.0	99.2	-19.0	0.5	-10.0	98.4	-7.0	-3.0	12.3	102.2	-14.0
- Clc1ccccc1OCc1nc(-c2ccncc2)no1
 : 3.0	99.5	3.0	-0.2	7.0	102.1	4.0	4.0	39.4	101.8	7.0
- O=C(Nc1ccc2c(c1)OCO2)C1CCCN1C(=O)Nc1cccc(F)c1 (stereo unspecified)
 : -4.0	94.7	-7.0	-0.4	0.0	105.2	0.0	5.0	3.1	96.5	-5.0
- Cc1cccc(-n2c(-c3csc(C(C)C)c3)n[nH]c2=S)c1
 : -2.0	102.5	6.0	-0.8	-3.0	98.6	0.0	-1.0	-2.0	101.8	1.0
- Cc1cc(C)c(N(C(=O)CN2C(=O)c3ccccc3S2(=O)=O)C(C(=O)NCC2CCCO2)c2ccc(F)cc2)c(C)c1 (stereo unspecified)
 : -6.0	100.2	-11.0	1.7	-13.0	97.6	-7.0	-5.0	3.7	95.5	-6.0
- Cc1ccc(-c2nc3ccccc3[nH]2)s1
 : -1.0	104.3	-3.0	0.6	-2.0	102.1	0.0	1.0	12.2	102.0	-6.0
- Cc1ccc(NC(=O)COC(=O)c2ccn(C)n2)cc1
 : -7.0	100.5	-9.0	-3.5	0.0	100.0	1.0	0.0	-6.2	101.2	-6.0
- COc1ccc(/C=N/c2c(-c3ccc(OC)cc3)nc3n2CCS3)cc1
 : 6.0	98.3	3.0	-0.5	-2.0	100.0	-1.0	-1.0	-0.7	98.0	-8.0
- CCOC(=O)c1sc(NC(=O)/C=C/c2cnn(C)c2C)c(C(=O)OCC)c1C
 : -3.0	101.0	0.0	1.4	/	103.7	0.0	-4.0	7.6	99.2	-8.0
- CCCNC(=O)c1cc(-c2ccc(OC)cc2)on1
 : -9.0	107.8	-13.0	0.1	-6.0	102.5	0.0	0.0	4.2	103.6	-11.0
- O=C(NN1CCOCC1)c1ccc(S(=O)(=O)N2CCCCC2)cc1
 : 3.0	100.2	2.0	0.8	1.0	101.6	0.0	0.0	2.1	100.3	2.0
- O=C(NNC(=O)c1ccccc1Br)c1ccc(SCC2CCCO2)c([N+](=O)[O-])c1 (stereo unspecified)
 : -6.0	100.9	-4.0	0.4	-4.0	98.8	-2.0	-3.0	2.9	95.6	-1.0
- C=CCSc1nnc(C)c(/C=C/Nc2ccc(Cl)cc2)n1
 : -10.0	101.8	3.0	-0.2	-1.0	102.0	2.0	-3.0	4.8	?	5.0
- O=C1CCCC2=C1C(c1cccs1)n1nc(SCc3ccccc3F)nc1N2 (stereo unspecified)
 : -4.0	101.8	-7.0	0.0	-9.0	99.8	-3.0	-7.0	0.0	100.1	-7.0
- Cc1ccc(Cl)cc1NC(=S)N(Cc1cccnc1)Cc1ccccc1Cl
 : 0.0	99.6	5.0	1.9	-3.0	97.5	-2.0	-3.0	10.4	96.8	2.0
- O=C(O)c1ccc(OCc2occc2C(=O)O)cc1
 : -9.0	99.5	-13.0	0.3	-19.0	100.0	-3.0	0.0	1.1	99.7	-10.0
- C=CCc1c(NCCO)nc(C)[nH]c1=O
 : -2.0	98.4	-7.0	0.1	-1.0	100.3	0.0	-4.0	-1.7	96.7	-3.0
- CC1(C(=O)NCc2ccc(Cl)c(Cl)c2)Oc2cccnc2NC1=O (stereo unspecified)
 : 0.0	97.0	-5.0	0.3	0.0	96.7	0.0	2.0	1.4	99.5	-2.0
- COc1cccc(C2=NOC(C(=O)NCC3CCCO3)C2)c1 (stereo unspecified)
 : -2.0	101.6	-3.0	0.7	-2.0	101.0	-2.0	0.0	1.6	102.6	0.0
- CCSc1nc(O)c(Cc2ccccc2)c(=O)[nH]1
 : -3.0	96.5	-9.0	0.5	-1.0	99.5	0.0	2.0	2.0	96.8	-5.0
- O=C(Nc1ccccc1-c1nc2ccccc2s1)c1ccco1
 : 7.0	84.2	6.0	0.3	11.0	74.6	8.0	10.0	5.2	84.5	0.0
- O=C(Cn1cnc2c(oc3ccccc32)c1=O)NCc1ccccc1
 : -4.0	104.5	-1.0	0.2	-5.0	103.0	-7.0	-3.0	0.7	103.9	-2.0
- Cc1ccc(C(NC(=O)NCCCN2CCOCC2)=C(Cl)Cl)cc1F
 : -1.0	105.2	-2.0	0.1	0.0	115.1	-3.0	-2.0	0.0	104.9	1.0
- Cc1onc(-c2c(F)cccc2Cl)c1C(=O)Nc1ccc(S(=O)(=O)Nc2ncccn2)cc1
 : -4.0	101.8	-9.0	1.2	-4.0	102.0	2.0	0.0	8.5	98.0	-11.0
- O=C(CSc1nnc(-c2ccccc2)n1Cc1ccccc1)N1CCOCC1
 : -4.0	101.4	-1.0	0.1	-4.0	102.5	-6.0	-2.0	0.4	98.6	-2.0
- CCOc1ccc2[nH]c(=O)c(CN(CCO)C(=O)CC)cc2c1
 : 3.0	98.9	0.0	0.3	0.0	99.2	0.0	-2.0	1.2	97.7	1.0
- COc1cccc(-c2csc3nnc(SCC(=O)c4ccc(NC(C)=O)cc4)n23)c1
 : -7.0	105.1	-12.0	-1.6	-2.0	101.4	-4.0	-1.0	-0.5	102.6	-7.0
- CC1(NC(=O)N2CCCCC2)CCS(=O)(=O)C1 (stereo unspecified)
 : -8.0	95.9	-19.0	0.3	-8.0	95.3	-3.0	-1.0	44.5	97.7	-13.0
- CN(C)C(CNC(=O)c1cccc(C#N)c1)c1ccco1 (stereo unspecified)
 : -7.0	103.5	-4.0	-0.1	-6.0	99.4	-2.0	-4.0	0.0	?	-1.0
- COc1ccc(CC(=O)Nc2ccc(/C(C)=N/NC(=O)c3cccc([N+](=O)[O-])c3)cc2)cc1
 : -11.0	102.3	-16.0	0.0	-1.0	96.4	-3.0	0.0	1.3	96.8	-14.0
- CCOc1cc(-c2noc(CCCC(N)=O)n2)cc(Br)c1OC
 : -9.0	101.3	-11.0	-0.5	-5.0	101.3	-3.0	3.0	6.9	99.9	-10.0
- CC(=O)Nc1ccc(OCC(O)Cn2c3ccccc3c3ccccc32)cc1 (stereo unspecified)
 : -2.0	98.2	-16.0	2.5	0.0	101.4	0.0	-1.0	13.0	94.8	-8.0
- COc1ccc(OC)c(C(C)NC=O)c1 (stereo unspecified)
 : -4.0	98.8	-11.0	0.5	-4.0	99.7	-2.0	1.0	1.6	98.6	-11.0
- Cc1cccc(-n2c(CCc3ccccc3)nnc2SCC(=O)c2ccccc2)c1
 : -8.0	96.3	3.0	0.2	-2.0	98.2	0.0	0.0	-4.7	93.7	5.0
- O=C(CN1CCN(Cc2ccccc2)C1=O)NCCCN1CCOCC1
 : -6.0	97.0	-9.0	0.5	-1.0	97.8	-1.0	0.0	0.6	98.1	-6.0
- COc1ccc(CNC(=O)/C(C)=C\C(=O)O)cc1
 : 0.0	103.4	-2.0	0.3	-1.0	104.5	0.0	2.0	1.5	103.9	-2.0
- CC(C)OCCCNS(=O)(=O)c1ccc2ccccc2c1
 : -9.0	89.7	-8.0	-0.1	2.0	98.2	1.0	3.0	-0.2	94.5	-5.0
- O=C(NCC1CCCO1)C(C(=O)c1ccccc1)n1cc(Cl)ccc1=O (stereo unspecified)
 : 3.0	92.0	3.0	0.1	0.0	97.2	0.0	1.0	0.0	91.3	2.0
- CCSc1nnc(NC(=O)c2cccc3ccccc23)s1
 : -5.0	102.2	-4.0	0.2	-1.0	108.2	0.0	0.0	1.5	99.2	-4.0
- O=C(CN1C(=O)C2C3C=CC(C3)C2C1=O)Nc1ccc(F)cc1 (stereo unspecified)
 : 0.0	96.9	-1.0	1.9	1.0	98.3	3.0	2.0	12.1	100.7	0.0
- COc1cc([N+](=O)[O-])cc(/C=N/NC(=O)CC#N)c1O
 : 5.0	86.9	2.0	0.0	-1.0	89.2	-2.0	0.0	-1.0	88.7	1.0
- CCCCC(=O)Nc1ccccc1C(=O)N1CCOCC1
 : 4.0	104.2	-1.0	-0.1	-1.0	103.3	-3.0	3.0	-0.4	104.7	-11.0
- Cc1ccccc1N1CC(=O)N(c2ccccc2C)CC1=O
 : -1.0	99.1	-1.0	0.1	1.0	102.8	0.0	0.0	0.5	97.7	0.0
- O=C(O)c1cnn(-c2nc(-c3cccc(F)c3)cs2)c1C(F)(F)F
 : 0.0	102.8	0.0	0.1	3.0	99.5	4.0	0.0	2.6	107.0	1.0
- N#CCn1cnc2sc(-c3ccccc3)cc2c1=O
 : 0.0	95.3	0.0	0.0	-2.0	102.6	1.0	0.0	6.6	90.7	2.0
- COC(=O)CSc1nnc2n1C(C)(C)Cc1ccccc1-2
 : -5.0	99.0	-11.0	-0.1	-2.0	97.8	0.0	1.0	-0.4	96.0	-4.0
- OC1(C#CCN2CCOCC2)CCCCC1
 : 0.0	103.3	-5.0	0.0	2.0	102.9	0.0	1.0	-0.4	97.2	-3.0
- COc1ccc(NC(=O)Cc2nc3ccccc3[nH]2)cc1
 : 1.0	101.2	-3.0	0.5	-1.0	103.4	0.0	-3.0	0.8	101.1	-3.0
- Clc1ccc(CNC2CCCC2)c(Cl)c1
 : -3.0	99.9	0.0	0.3	0.0	102.0	-2.0	0.0	1.0	101.6	-1.0
- COc1cc2c(cc1OC)CN(CC(=O)Nc1ccc(C#N)cc1)CC2
 : -2.0	100.8	-8.0	0.3	-2.0	98.1	5.0	1.0	1.7	97.5	-2.0
- Cc1ccc(-c2noc(CN(C(=O)CCCCCN3C(=O)c4ccccc4C3=O)C(C)C)n2)cc1
 : -8.0	84.0	0.0	1.7	0.0	98.2	-6.0	-2.0	6.6	85.8	-4.0
- O=C(CCSc1ccc(Br)cc1)Nc1cccnc1
 : -2.0	100.1	-5.0	-0.1	-2.0	100.5	-1.0	-1.0	2.6	?	-4.0
- CCC(C)n1c(SCC(=O)Nc2cc(C)on2)nc2ccccc2c1=O (stereo unspecified)
 : 5.0	111.2	0.0	-0.3	2.0	102.2	2.0	5.0	-1.0	108.7	5.0

Two compounds picked at random from those above:
Second line of a record: Bim-Bcl-B	RGS4-Gao reg	Bim-Bfl-1	ABCB1 inh	Bim-Bcl-XL	RGS8-Gao	Bim-Mcl-1	Bcl-W Bim block	ABCG2 inh	RGS7-Gao	Bcl-2 Bim block
- CCSc1nnc(NC(=O)c2cccc3ccccc23)s1
 : -5.0	102.2	-4.0	0.2	-1.0	108.2	0.0	0.0	1.5	99.2	-4.0
- O=C(CN1C(=O)C2C3C=CC(C3)C2C1=O)Nc1ccc(F)cc1 (stereo unspecified)
 : 0.0	96.9	-1.0	1.9	1.0	98.3	3.0	2.0	12.1	100.7	0.0

Screening results deposited in PubChem BioAssay by NMMLSC.
